SRC1 TRFRET art: flags TR-FRET format artefacts in PPARgamma SRC-1 recruitment agonist screen | TR-FRET ratio at 8 µM | TR-FRET detection artefact counter-screen, emission ratio; stronger effect = higher value | AID 1051 | 99,000 tested, 0.34% active; in the data active means TR-FRET ratio above about 2300; further: inactives centre near 1800; reference of the scale not given here
SRC3 TRFRET art: counter-screen for PPARgamma SRC-3 recruitment agonists: TR-FRET artefact | PPARgamma/SRC-3 format; stronger effect = higher value | TR-FRET ratio at 8 µM | 99,000 tested, 0.39% active | AID 1048; in the data active means TR-FRET ratio above about 2000; further: inactives centre near 1600; reference of the scale not given here
Active calls of the source: *. Only part of the results is shown; the hit share may differ from the screen's.

Screens in order – SRC1 TRFRET art	SRC3 TRFRET art
CCC(C)n1ncn(-c2ccc(N3CCN(c4ccc(OC)cc4)CC3)cc2)c1=O (centres undefined)
→ 1716	1764
COc1ccc(OC)c(Cc2nnc(CCC(=O)NC3CCCC3)o2)c1
→ 2019	1844
CCCN1CCN(C(=S)Nc2sc(CC)cc2C(=O)OC)CC1
→ 1805	1514
O=C(Nc1cc([N+](=O)[O-])ccc1N1CCCC1)c1ccccc1
→ 1637	1504
O=C(COc1ccccc1C(=O)c1cnn(-c2ccccc2)c1)Nc1ccccc1
→ 1836	1694
S=C(NCc1ccco1)N1CCN(c2ccccc2Cl)CC1
→ 1763	1518
COc1ccc(C(=O)COC(=O)CCN2C(=O)[C@@H]3[C@H](C2=O)[C@@H]2C[C@H]3C(Br)C2Br)cc1 (some centres undefined)
→ 1626	1433
O=C(NC12CC3CC(CC(C3)C1)C2)N1CCN(C2CCCCC2)CC1
→ 1801	1480
C/C(=N\N=c1/sc2ccccc2n1C)c1ccc(N2CCOCC2)cc1
→ 1758	1559
CCOc1ccc(S(=O)(=O)N(C)c2ccc(OCC(=O)N3c4ccc(C)cc4C4CN(C)CCC43)cc2)cc1 (centres undefined)
→ 2105	1539
NC(=NCCc1c[nH]c2ccccc12)NS(=O)(=O)c1cc(F)ccc1F
→ 1644	1545
CC1CCc2nc(NC(=O)c3ccco3)sc2C1 (centres undefined)
→ 1553	1375
O=C(c1ccccc1)N1CCN(C(=O)c2ccc3c(c2)OCCO3)CC1
→ 2087	1355
CC(NC(=O)C12CC3(C)CC(C)(CC(C)(C3)C1)C2)C(=O)O (centres undefined)
→ 1512	1685
O=C1Cc2ccccc2C(=O)N1OCc1ccc(Cl)cc1
→ 2008	1853
COc1ccc(CNC(=O)CCCNS(=O)(=O)c2cccc3nonc23)cc1
→ 1779	1732
CC(C)(C#CCN1CCCCC1)OCCOC(c1ccccc1)c1ccccc1
→ 1699	1667
CC1(C)CC(NC(=O)c2c(N)no[n+]2[O-])CC(C)(C)N1
→ 1554	1604
CCOC(=O)Cc1csc(NS(=O)(=O)c2ccc3c4c(cccc24)C(=O)N3CC)n1
→ 1745	1482
CCC1=[N+](C)c2cccc3cccc(c23)N1C
→ 1863	1746
CS(=O)(=O)c1cnc(-c2ccccc2)nc1-c1ccc(Cl)c(Cl)c1
→ 1727	1442
O=C(NCCn1cccn1)c1ccc(OC2CCN(CCc3ccccc3)CC2)cc1
→ 2100	1562
CCCCOc1ccc(C(=O)Nc2ccc(SC(F)F)cc2)cc1OC
→ 1820	1610
COc1ccc(Cc2nnc(NC(C)=O)s2)cc1
→ 2000	1756
COc1ccc(Cl)cc1NC(=O)CCc1nc(-c2ccccc2F)no1
→ 1865	1584
CN(C)CCCNC(=S)N(Cc1cccs1)Cc1cc2cc3c(cc2[nH]c1=O)OCCO3
→ 1847	1664
CC(C)N(Cc1nc(COc2ccccc2)no1)Cc1nccn1C
→ 1793	1615
O=C(NC1CCCCC1)C(c1cccnc1)N(C(=O)CCl)c1ccc(F)cc1 (centres undefined)
→ 1746	1645
Cc1ccc(S(=O)(=O)C2(C(=O)Nc3ccc4c(c3)OCO4)CC2)cc1
→ 1837	1638
COc1cccc(CNc2cccc(C(F)(F)F)c2)c1O
→ 2032	1695
O=C(Nc1cccc(O)c1)c1cc2nc(-c3ccccc3)cc(-c3ccccc3)n2n1
→ 1594	1554
O=C(CNC(=S)N(CCCN1CCOCC1)Cc1cccs1)NC1CCCCC1
→ 1676	1459
O=[N+]([O-])c1ccc(OCCOc2ccccc2/C=N/n2cnnc2)cc1
→ 1804	1626
Fc1cccc(Cc2noc(CN3CCN(c4cnccn4)CC3)n2)c1
→ 1698	1630
CCO[C@@H]1OC(C(=O)N2CCOCC2)=C[C@H](c2coc3ccccc3c2=O)[C@H]1CCCO
→ 1804	1577
CCOCCCNCc1ccc(OCc2ccccc2Cl)cc1
→ 1583	1475
O=C(O)CCc1nnc(SCC(=O)Nc2cccc(C(F)(F)F)c2)[nH]c1=O
→ 1945	1535
O=C(CCc1ccccc1)OCC(=O)c1cccc([N+](=O)[O-])c1
→ 1770	1494
OC(CSc1ccc(F)cc1)CN1CCN(c2ccccc2)CC1 (centres undefined)
→ 1897	1483
Clc1cccc(-c2nc(NCC3CCCO3)c3ccccc3n2)c1 (centres undefined)
→ 1629	1619
CSc1ccccc1NC(=O)COC(=O)c1ccccc1Cc1ccccc1
→ 1984	1667
Cc1cc(C)c2c(CC(=O)NC(C)C)coc2c1
→ 1647	1445
CC(=O)NC(=S)Nc1ccc(S(=O)(=O)N(C)Cc2ccccc2)cc1
→ 1784	1515
COC(=O)c1c(NC(=O)Cn2cnc([N+](=O)[O-])n2)sc2c1CCC(C)C2 (centres undefined)
→ 1787	1737
Cc1ccc(C(=O)N/C(=C\c2ccco2)C(=O)N2CCSCC2)cc1C
→ 1633	1433
O=C(C1=C[C@H](C2CCCCC2)C[C@H](OCc2ccc(CO)cc2)O1)N1CCN(Cc2ccccc2)CC1
→ 1739	1464
OC[C@@H]1CCCN1Cc1cn(-c2ccccc2)nc1-c1ccc2c(c1)OCO2
→ 1859	1687
O=C(NCc1cccs1)c1cc(-c2ccccn2)nc2ccc(Br)cc12
→ 2517*	2272*
COc1ccc(C(=O)Nc2ccc3c(c2)C(=O)c2ccccc2C3=O)cc1OC
→ 2106	1667
COc1ccc(CCNC(=O)Cn2c([N+](=O)[O-])cnc2C)cc1OC
→ 2022	1505
CN=C(NC1CCCCC1)c1ccc(Cl)cc1
→ 2042	1685
O=C(C1CC1)N1CCc2cc(Br)cc(S(=O)(=O)NCC3COc4ccccc4O3)c21 (centres undefined)
→ 2064	1688
C=CCNc1nc(Nc2ccc(Cl)cc2)nc(OC)n1
→ 1738	1624
CCOC(=O)c1cc(C#N)c(N2CCN(C)CC2)nc1-c1ccccc1
→ 1642	1372
COc1ccc(CSc2nc(C)cc(C)c2C#N)cc1
→ 1883	1531
Cc1ccc(N(C(=O)CCC(=O)Nc2nccs2)C(C(=O)NC(C)(C)C)c2ccc(O)cc2)cc1 (centres undefined)
→ 1758	1388
COc1ccc(/C=C2\CCn3c2nc2cc(C(=O)O)ccc2c3=O)cc1O
→ 1952	1632
COc1ccc(C(CNC(=O)COc2ccccc2-c2ccccc2)N2CCOCC2)cc1 (centres undefined)
→ 1700	1278
C=CCc1cc(OC)ccc1OCC(O)CN1CCN(c2ccc(OC)cc2)CC1 (centres undefined)
→ 2027	1713
Cc1c(C(=O)NC(=S)NCc2cccnc2)oc2ccccc12
→ 1777	1773

The final 2 entries of the section above are carried over, then new ones follow:
Screens in order – SRC1 TRFRET art	SRC3 TRFRET art
C=CCc1cc(OC)ccc1OCC(O)CN1CCN(c2ccc(OC)cc2)CC1 (centres undefined)
→ 2027	1713
Cc1c(C(=O)NC(=S)NCc2cccnc2)oc2ccccc12
→ 1777	1773
C(=C\c1ccco1)/C1=NN(c2ccccc2)C(c2ccco2)C1 (centres undefined)
→ 2016	1643
CNc1nccc(-c2ccc(Cl)cc2)c1C#N
→ 1878	1239
CCOC(=O)C1=C(C)N(c2ccccc2)C(=O)/C1=C\c1ccco1
→ 1784	1651
S=C(NC1CCCC1)N1CCN(c2ccc(Cl)cc2)CC1
→ 1734	1687
COCCOC(=O)C1=C(C)N(c2ccccc2)C(=S)NC1c1ccccc1C(F)(F)F (centres undefined)
→ 1856	1830
COc1ccccc1NC(=O)Nc1ccc(N2CCOCC2)cc1
→ 1857	1513
COc1ccc(C(=O)Nc2ccc3c(c2)nc(CN2CCCC2)n3C)cc1
→ 1943	1707
O=C(CCc1nnc(CCCc2ccccc2)o1)NCCc1ccccc1
→ 1588	1606
Cc1ccc(N(C)C(=O)n2cnc3ccccc32)cc1
→ 1777	1614
COc1ccc(OC)c(NC(=S)N(CCc2c(C)[nH]c3ccccc23)Cc2cccs2)c1
→ 1941	1931
CC(C)OP(=O)(OC(C)C)C(Nc1ccccc1)c1ccccc1C(F)(F)F (centres undefined)
→ 1903	1747
O=C(CCn1nnc2ccccc21)N1CCN(c2ccccc2)CC1
→ 1699	1344
CC12CC3(C)CC(C)(C1)CC(C(N)=O)(C2)C3
→ 1898	1683
CCOC(=O)Nc1nc(-c2ccc(F)cc2F)cs1
→ 1493	1664
COc1cc(NC(=S)NCCCN2CCOCC2)cc(OC)c1
→ 1767	1570
Cc1ccccc1/C=C/C(=O)N1CCOCC1
→ 2044	1318
NS(=O)(=O)c1cccc(NC(=O)CCSc2ccccc2Cl)c1
→ 1712	1504
C/C=C/C(=O)OCC(=O)Nc1cccc(F)c1
→ 2106	1507
Cc1cccc(/C=N/Nc2nncc3ccccc23)c1
→ 1918	1789
O=S(=O)(NCc1ccco1)c1cnc(Cl)c(Br)c1
→ 1681	1438
NS(=O)(=O)c1cccc(NC(=O)CCS(=O)(=O)c2ccc(Cl)cc2)c1
→ 1675	1561
Nc1ccc(N2CCN(c3ccc(Cl)c(Cl)c3)CC2)cc1
→ 1760	1462
O=CN1CCCN(Cc2nc(-c3cccc(Cl)c3)no2)CC1
→ 1844	1553
Cc1cc(C)cc(N(C(=O)c2cccs2)C2C=CS(=O)(=O)C2)c1 (centres undefined)
→ 1595	1659
COc1ccc(C(=O)O/N=C(\C)c2cnccn2)cc1
→ 1792	1603
Cc1csc(NC(=O)c2ccc(C)o2)n1
→ 2015	1831
COCCN(CCOC)C(=O)COC(=O)c1ccc(Cl)c(S(=O)(=O)N(C)c2ccccc2)c1
→ 1890	1668
C=CCn1c(Oc2ccccc2)nc2c1c(=O)n(C)c(=O)n2C
→ 1721	1481
O=C(COC(=O)c1cccnc1Cl)Nc1ncc(Cl)cc1Cl
→ 1866	1594
Cc1nc(Nc2cccc(C(C)O)c2)c2nnn(Cc3ccc(F)cc3)c2n1 (centres undefined)
→ 1955	1685

Some of the entries above, set out differently.
compound | SRC1 TRFRET art | SRC3 TRFRET art
NS(=O)(=O)c1cccc(NC(=O)CCSc2ccccc2Cl)c1 | 1712 | 1504
Cc1ccccc1/C=C/C(=O)N1CCOCC1 | 2044 | 1318
C=CCn1c(Oc2ccccc2)nc2c1c(=O)n(C)c(=O)n2C | 1721 | 1481
Cc1cc(C)cc(N(C(=O)c2cccs2)C2C=CS(=O)(=O)C2)c1 (centres undefined) | 1595 | 1659
CNc1nccc(-c2ccc(Cl)cc2)c1C#N | 1878 | 1239
O=S(=O)(NCc1ccco1)c1cnc(Cl)c(Br)c1 | 1681 | 1438

Remaining list, next part.
Screens in order – SRC1 TRFRET art	SRC3 TRFRET art
COc1ccc(S(=O)(=O)Nc2ccccn2)cc1C
→ 1852	1641
O=C(N/N=C/c1ccc(Cl)cc1)C1CC12CCC2 (centres undefined)
→ 2128	1679
COc1ccc(CN(C)CC(=O)Nc2cccc(S(N)(=O)=O)c2)c(OC)c1OC
→ 1633	1588
CC1Cc2nc(SCC(N)=O)n(C)c(=O)c2S1 (centres undefined)
→ 1921	1394
CCOC(=O)Cc1csc(NC(=O)c2cccs2)n1
→ 1391	1503
Cc1cccc(CN2CCN(c3nc4nonc4nc3NC3CC3)CC2)c1
→ 1517	1482
COCCCN(C(=S)NC(=O)c1ccc(Br)cc1)c1c(N)n(Cc2ccccc2)c(=O)[nH]c1=O
→ 2016	1603
Cc1nc2sc(C(c3ccco3)N3CCN(c4ccc(F)cc4)CC3)c(O)n2n1 (centres undefined)
→ 1854	1413
O=C(CC12CC3CC(CC(C3)C1)C2)NCC(=O)OCc1cc(=O)oc2ccc3ccccc3c12
→ 1665	1370
O=Cc1cccn1-c1ccc2ccccc2c1
→ 1885	1612
CCS(=O)(=O)Nc1cccc(C2=NN(S(=O)(=O)c3ccc(F)cc3)C(c3cccs3)C2)c1 (centres undefined)
→ 1814	1750
C[n+]1cc[nH]c1SCC(=O)c1ccc(Cl)cc1
→ 1729	1397
Cc1nn(C)c(Oc2cccc(Cl)c2)c1C#N
→ 1928	1538
COc1cc(OC)cc(-c2cn[nH]c2N)c1
→ 1751	1631
O=C(/C=C\Nc1ccc2c(c1)OCO2)c1ccc(Cl)s1
→ 1749	1482
COc1ccc(C(=O)N2CCCC(CCC(=O)NCc3ccc(F)c(F)c3)C2)o1 (centres undefined)
→ 1687	1731
CC1CCN(C(=O)COc2cccc3c2CCN(C)C3=O)CC1
→ 1648	1545
CN1CCc2nc3ccc(Cl)cc3c(-c3ccccc3Cl)c2C1
→ 1774	1828
Cc1nn(CC(=O)N(C)Cc2ccc(F)cc2)c(C)c1[N+](=O)[O-]
→ 1663	1528
COc1ccc(CC(=O)Nc2ncc([N+](=O)[O-])s2)cc1OC
→ 1831	1733
CC(C)n1c(CSCc2ccc(Cl)cc2Cl)n[nH]c1=S
→ 1743	1589
CC1=C(c2ccc(F)cc2)[N+](=O)C(C)(C)N1[O-]
→ 1918	1516
O=C(O)/C=C/C(=O)NCCNc1ncc(C(F)(F)F)cc1Cl
→ 2019	1499
CC(C)CN1C(=O)C(=Nc2cccnc2)c2ccccc21
→ 1919	1586
CC1CC(NC(=O)N(C)C)N(C)C(=O)N1 (centres undefined)
→ 1576	1502
c1ccc(-c2noc(-c3ccc4ccccc4c3)n2)nc1
→ 1828	1353
COc1ccc(C(=O)/C=C/Nc2ccc(S(=O)(=O)Nc3onc(C)c3C)cc2)cc1
→ 1827	1610
COc1ccc(OC)c(CNC(=O)CCCc2cn(C)c3ccccc23)c1
→ 1703	1485
S=c1[nH]nc(C2CCCCC2)n1/N=C/c1ccco1
→ 1673	1622
Cc1ccc2c(Cl)cc(Cl)c(OCC(=O)N3CCCC3)c2n1
→ 1934	1655
Cc1nc(NC(=O)C(C)Oc2cccc(Cl)c2)sc1C(=O)N(C)C (centres undefined)
→ 1747	1463
O=C(O)c1cc(S(=O)(=O)N2CCN(c3ccccn3)CC2)ccc1Cl
→ 1797	1532
Cc1ccc2c3c(c(SCC(=O)Nc4nonc4C)nc2c1)CCCC3
→ 1972	1617
CCOc1ccc(C(=O)N(c2ccccn2)C2CCCCC2)cc1
→ 1875	1803
